RGS12 GoLoco inh: blocks human Gai1 binding to RGS12 GoLoco peptide, red readout. 230,000 tested, 0.44% active. Potency, µM (doses to about 61.6 µM), inactives show top-dose activity, negative = inhibition, hits mostly inhibitors. Gai1:RGS12 GoLoco peptide FP, rhodamine, 10 min. AID 880. P63096; active = well fitted inhibition curve with a large enough effect, not every such curve was filed as active; inactive = no such curve, though single readings can be large or run the other way; also: % is scaled to controls: 0 for no effect and ±100 for the full control effect; nearly all actives have a fitted effect of over 30% in size; many of its hits are not listed in these tables
TR SRC2 fluor cs: Texas Red fluorescence interference in TRb-SRC2 counter-screen. TRb/SRC2 Texas Red total fluorescence interference. Potency, µM (titrated, usually from 106 µM), for inactives: at the highest dose fluorescence change, negative = quenching. 280,000 tested, 0.29% active. AID 1479; active = well fitted curve in either direction with a large enough effect; inconclusive = small, poorly fitted or top-dose-only effect; also: % is scaled to controls: 0 for no effect and ±100 for the full control effect
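Flags fluorescent or light-absorbing compounds by total fluorescence, S + 2P, at 555 nm excitation and 632 nm emission. Mixture: 20 nM Texas Red SRC2 peptide, 0.6 uM human TRb LBD, 1 uM T3, 5% DMSO; compound exposure 5 h at ambient temperature.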
SMN2 splice enh: SMN2 splice variant enhancement; 210,000 tested, 2.8% active; Potency, µM (highest dose often 46.1 µM), without a hit: at the highest dose activity change, positive = activation, usual class: activators; AID 1458; HEK293 SMN2-luciferase splicing reporter, luminescence, 30-36 h; also: % of control where 0% means no effect; nearly all actives have a fitted effect of over 55% in size
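qHTS luciferase splicing reporter: luminescence rises when SMN2 exon 7 is included in transfected HEK293 cells. Compound exposure lasted 30-36 h at 37C, with 4.5 mM final sodium butyrate as control, followed by a ONE-Glo read.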
RECQ1 inh: inhibitors of human RECQ1 DNA helicase; 240,000 tested, 0.54% active; P46063; RECQ1 DNA unwinding, red fluorescence kinetic read; Potency, µM (series often up to 57.3 µM), for the others: top-dose activity, negative = inhibition, hits mostly inhibitors;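 also: plate controls were vehicle for no effect and no enzyme for full effect; nearly all actives have a fitted effect of over 30% in size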
Target sequence (P46063 whole entry, looked up): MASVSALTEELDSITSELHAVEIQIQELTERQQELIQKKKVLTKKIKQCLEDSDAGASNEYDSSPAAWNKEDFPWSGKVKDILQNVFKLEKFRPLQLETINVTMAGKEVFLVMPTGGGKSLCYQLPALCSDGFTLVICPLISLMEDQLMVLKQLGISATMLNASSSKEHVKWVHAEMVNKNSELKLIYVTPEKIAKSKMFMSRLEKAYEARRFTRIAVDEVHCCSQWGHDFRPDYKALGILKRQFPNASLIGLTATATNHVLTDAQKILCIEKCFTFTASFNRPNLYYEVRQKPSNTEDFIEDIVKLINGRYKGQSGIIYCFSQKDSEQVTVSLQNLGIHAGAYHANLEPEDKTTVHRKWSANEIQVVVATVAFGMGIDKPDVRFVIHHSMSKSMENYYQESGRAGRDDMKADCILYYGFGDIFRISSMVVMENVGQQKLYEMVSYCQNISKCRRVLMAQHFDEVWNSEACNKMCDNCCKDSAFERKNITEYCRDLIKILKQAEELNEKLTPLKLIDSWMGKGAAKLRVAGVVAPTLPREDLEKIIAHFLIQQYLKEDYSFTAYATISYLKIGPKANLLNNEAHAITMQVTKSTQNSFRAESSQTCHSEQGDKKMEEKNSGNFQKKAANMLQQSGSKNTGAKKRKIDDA
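50 nM RECQ1T1 preincubated 15 min with compound in Tris pH 8.0 buffer with MgCl2, DTT, Tween-20 and 2.5 ug/ml poly(dI-dC); started with 200 nM TAMRA/BHQ-2 forked duplex and 2 mM ATP. Unwinding read as fluorescence (525/598 nm), two reads 2 h apart.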
ALDH1A1 inh: ALDH1A1 (human) enzyme inhibition; Potency, µM (doses to about 75.3 µM), for inactives: top-dose activity, negative = inhibition, most hits filed as inhibitors; P00352; Purified ALDH1A1, NADH fluorescence, propionaldehyde substrate; 220,000 tested, 7.3% active; active = well fitted inhibition curve with a large enough effect, not every such curve was filed as active; inconclusive = small, poorly fitted or top-dose-only effect, or another doubt; inactive = no such curve, though single readings can be large or run the other way;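 also: plate controls were no enzyme wells and a reference inhibitor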
JMJD2E inh: JMJD2E (human) inhibition; JMJD2E catalytic domain, FDH-coupled NADH fluorescence (FDH is formaldehyde dehydrogenase); B2RXH2; Potency, µM (doses to about 57.1 µM), inactives show top-dose activity change, negative = inhibition, actives largely listed as inhibitors; 230,000 tested, 1.6% active; active = well fitted inhibition curve with a large enough effect, not every such curve was filed as active; inconclusive = small, poorly fitted or top-dose-only effect, or another doubt; inactive = no such curve, though single readings can be large or run the other way;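 also: 0% = wells with enzyme and -100% = buffer wells without enzyme; nearly all actives have a fitted effect of over 50% in size; many of its hits are not listed in these tables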
Target sequence (B2RXH2 1-337 limits assumed): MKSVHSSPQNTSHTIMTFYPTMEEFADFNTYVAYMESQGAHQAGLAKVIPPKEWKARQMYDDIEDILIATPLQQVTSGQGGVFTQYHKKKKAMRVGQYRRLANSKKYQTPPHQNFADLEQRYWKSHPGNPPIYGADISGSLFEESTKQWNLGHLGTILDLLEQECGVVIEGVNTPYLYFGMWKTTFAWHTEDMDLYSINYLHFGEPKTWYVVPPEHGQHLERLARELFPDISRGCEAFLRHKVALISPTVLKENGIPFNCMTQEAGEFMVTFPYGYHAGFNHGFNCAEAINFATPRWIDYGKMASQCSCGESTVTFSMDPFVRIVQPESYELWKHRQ
TRb-SRC2 inh: inhibitors of human thyroid hormone receptor beta-SRC2 interaction | AID 1469 | 280,000 tested, 0.065% active | P10828 | TRbeta-SRC2 peptide binding, fluorescence polarization; receptor liganded with 1 µM T3 | Potency, µM (series often up to 106 µM), inactives show top-dose activity change, negative = inhibition, hits mostly inhibitors;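 also: plate controls were bound peptide for no effect and peptide without receptor for full effect; nearly all actives have a fitted effect of over 50% in size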
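Fluorescence polarization of 20 nM Texas Red SRC2 peptide with 0.6 uM human TRb ligand-binding domain, in Tris buffer with 1uM T3 and 5% DMSO. Incubated 5 hr ambient; normalized to unbound and bound controls.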
LMNA splice mod: changes lamin A minigene splicing in HeLa cells | HeLa LMNA splicing GFP/RFP minigene ratio, 48 h | Potency, µM (highest dose often 46.1 µM), inactives show top-dose ratio change, negative = inhibition, usual class: inhibitors | 200,000 tested, 0.01% active; active = well fitted inhibition curve with a large enough effect in the signal ratio, with a control signal flat, not every such curve was filed as active; inconclusive = small, poorly fitted or top-dose-only effect, or effect the other way, or a change in a side signal; the % refers to the signal ratio; also: % is scaled to controls: 0 for no effect and ±100 for the full control effect
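Read-out is the ratio of GFP to DsRed2 object intensity, acquired by 488 nm laser-scanning cytometry on HeLa lamin A-EGFP minigene reporter cells. Compound incubation 48 hrs at 37 °C in Opti-MEM with 2% FBS; DMSO 0.5% final.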
* = called active by the depositor; i = inactive; u = inconclusive; x = no result given; [ ] = another dose, or the depositor's remark. Unless noted, calls follow the shape of the dose curve; as a rule, active = well fitted curve in the direction sought with a large enough effect; inconclusive = small, poorly fitted or top-dose-only effect, or another doubt; inactive = no such curve, though single readings can be large; an effect the other way counts as inactive or inconclusive. Potency is read from the fitted curve at half-maximal effect.

The first nine records (preview)
SMILES	RGS12 GoLoco inh	TR SRC2 fluor cs	SMN2 splice enh	RECQ1 inh	ALDH1A1 inh	JMJD2E inh	TRb-SRC2 inh	LMNA splice mod
Cc1ccc(S(=O)(=O)/N=C(\CN2CCCCC2)N2CCOCC2)cc1	2%	4%	7%	i	11µM*	7%	-3%	16%
O=C(Nc1ccc(F)cc1F)c1cncc(Br)c1	2%	-4%	-17%	17%	5%	8%	-4%	11%[46 µM]
CCOc1ccc2[nH]c3c(N4CCc5ccccc5C4)ncnc3c2c1	3%	-5%	x	-16%	u	u	0%	x
CC(C)c1ccc(OCc2cccc(C(=O)N/N=C/c3cccnc3)c2)cc1	-8%	2%	0.22µM*	5%	4%	1%	6%	u
O=c1c2ccccc2oc2ncccc12	22%	-2%	16%	10%	u	u	-13%	-1%
O=C(Nc1ccc(F)cc1)c1ccc2nsnc2c1	-2%	-4%	x	i	x	-10%	4%	x
CCC(CC)C(=O)Nc1cc(=O)n(C)c(=O)n1C	-3%	3%	-9%	-1%	u	-1%	9%	-7%
CC(C)NC(=O)N(O)C1N(C(C)C)C(=O)N(Cc2ccc3c(c2)OCO3)C1(C)C (stereo not drawn)	6%	-4%	x	3%	7%	-18%	12%	x
CC1CCc2cc(F)ccc2N1C(=O)c1ccc2c(c1)OCO2 (stereo not drawn)	2%	2%	-11%	-1%	-1%	11%	4%	2%

Main list, from the start:
SMILES	RGS12 GoLoco inh	TR SRC2 fluor cs	SMN2 splice enh	RECQ1 inh	ALDH1A1 inh	JMJD2E inh	TRb-SRC2 inh	LMNA splice mod
Cc1ccc(S(=O)(=O)/N=C(\CN2CCCCC2)N2CCOCC2)cc1	2%	4%	7%	i	11µM*	7%	-3%	16%
O=C(Nc1ccc(F)cc1F)c1cncc(Br)c1	2%	-4%	-17%	17%	5%	8%	-4%	11%[46 µM]
CCOc1ccc2[nH]c3c(N4CCc5ccccc5C4)ncnc3c2c1	3%	-5%	x	-16%	u	u	0%	x
CC(C)c1ccc(OCc2cccc(C(=O)N/N=C/c3cccnc3)c2)cc1	-8%	2%	0.22µM*	5%	4%	1%	6%	u
O=c1c2ccccc2oc2ncccc12	22%	-2%	16%	10%	u	u	-13%	-1%
O=C(Nc1ccc(F)cc1)c1ccc2nsnc2c1	-2%	-4%	x	i	x	-10%	4%	x
CCC(CC)C(=O)Nc1cc(=O)n(C)c(=O)n1C	-3%	3%	-9%	-1%	u	-1%	9%	-7%
CC(C)NC(=O)N(O)C1N(C(C)C)C(=O)N(Cc2ccc3c(c2)OCO3)C1(C)C (stereo not drawn)	6%	-4%	x	3%	7%	-18%	12%	x
CC1CCc2cc(F)ccc2N1C(=O)c1ccc2c(c1)OCO2 (stereo not drawn)	2%	2%	-11%	-1%	-1%	11%	4%	2%
Cc1nc(NS(=O)(=O)c2cccs2)c2c3c(sc2n1)CCC3	11%	-10%	8%	i	u	u	0%	9%
CC(C)(C)n1nnnc1CN(Cc1ccc(F)cc1)Cc1ccco1	1%	1%	-15%	-17%	14µM*	3%	-9%	0%
Cc1n[nH]c(=S)n1/N=C/c1ccccc1	-8%	0%	9%	-3%	-6%	3%	4%	6%
CC[C@@]12C=C(/C=C/c3ccccc3)[C@](CC)(C1)[C@H](c1ccccc1)CC2=O	1%	-2%	-5%	i	-3%	1%	7%	x
CCC(C)(C)NC(=O)C(c1ccco1)N(C(=O)Cn1nnc2ccccc21)c1ccc2c(c1)OCO2 (stereo not drawn)	2%	-7%	2%	-14%	-14%	2%	-6%	14%
COc1ccc(NC(=O)NCCN2CCc3ccccc3C2)cc1	4%	2%	2%	-3%	-7%	-1%	5%	-6%
COc1ccc(OC)c(NC(=O)C2CC(C)=C(C)CC2C(=O)O)c1 (stereo not drawn)	-1%	2%	3%	-11%	-15%	-4%	-17%	5%
COC(=O)/C(C#N)=C/c1c(-c2ccccc2)nc2n1CCS2	9%	-1%	x	11%	1.4µM*	u	1%	x
COc1ccc(CC2(C)OC(c3ccccc3)=NN2C(C)=O)cc1 (stereo not drawn)	-2%	-2%	6%	i	u	u	2%	13%
Nc1nnc(SCc2ccccc2Cl)s1	1%	0%	-1%	-9%	0%	5%	4%	14%
CCCCOC(=O)C(C)c1c(C)[nH]c(=S)[nH]c1=O (stereo not drawn)	4%	-7%	-8%	i	u	-2%	0%	-5%
CCn1cc(C(=O)NCc2cccc(F)c2)c(=O)c2cc(F)c(N3CCN(C(=O)c4ccco4)CC3)cc21	5%	1%	-28%	i	u	u	3%	u
COc1ccc(CCCc2nnc(SCc3nc4ccccc4c(=O)[nH]3)n2C)cc1	12%	-5%	-7%	-5%	-2%	6%	5%	2%[9.22 µM]
COc1ccccc1NC(=S)N1CCN(c2ncccn2)CC1	11%	-1%	0%	i	11%	-7%	-2%	-26%[46 µM]
Cc1ccc(CSc2nnnn2C)cc1	8%	2%	7%	9%	-8%	15%	-2%	17%
NC(=O)C1(N2CCCCC2)CCN(C(=O)c2ccc(C#CC3(O)CCCCC3)cc2)CC1	-8%	5%	7%	i	8%	4%	-2%	-2%
SMILES	RGS12 GoLoco inh	TR SRC2 fluor cs	SMN2 splice enh	RECQ1 inh	ALDH1A1 inh	JMJD2E inh	TRb-SRC2 inh	LMNA splice mod
O=C(N/N=C/c1ccc(Cl)cc1Cl)c1cccc(F)c1	11%	-2%	u	i	10%	10%	0%	-5%
CSCCC(N)C(=O)NC(CC(C)C)C(=O)NC(Cc1ccccc1)C(=O)O (stereo not drawn)	6%	-4%	-7%	-6%	-7%	0%	-5%	10%
Cn1c(Cn2cnc([N+](=O)[O-])n2)nnc1SCC(=O)Nc1cccc(Cl)c1	4%	-2%	-3%	-1%	-1%	-6%	3%	-9%
CC(=O)Nc1cc(C(F)(F)F)ccc1Oc1cccc(Br)c1	-15%	2%	-8%	-3%	-1%	-8%	10%	-20%
OCCC1CN(Cc2ccccc2-c2ccco2)CCN1C1CCCC1 (stereo not drawn)	6%	-3%	x	0%	-44%	5%	1%	1%[46 µM]
O=C(Cc1ccccc1)N/N=C/c1ccc(OCC(=O)Nc2ccccc2)cc1	13%	-4%	-5%	-6%	11%	-5%	6%	-12%
COCCNc1ccnc(-c2ccccc2C(F)(F)F)n1	2%	x	x	i	12%	x	x	6%
CCCNC(=O)CS(=O)Cc1nc(-c2cccc(OC)c2)oc1C (stereo not drawn)	6%	-1%	-4%	-13%	0%	-1%	-2%	5%
COc1ccc(CCN(C)c2ccc(C(N)=O)cc2[N+](=O)[O-])cc1OC	5%	-3%	-31%[inhibitor]	0%	-63%	2%	-5%	4%[46 µM]
Cn1cc([N+](=O)[O-])c(C(=O)Nc2cc(Oc3ccccc3)cc([N+](=O)[O-])c2)n1	3%	u	-18%	-3%	u	-9%	15%	u
Cc1ccccc1-n1c(-c2ccoc2C)n[nH]c1=S	16%	-1%	7%	-11%	-10%	0%	-2%	12%
COc1cc(-n2c(C)nc3cc(C(=O)N4CCOCC4)ccc32)cc(OC)c1OC	8%	-2%	-2%	i	2%	2%	0%	11%
C=CCSc1nc2c(c(=O)[nH]c(=O)n2C)n1CC	-8%	2%	-3%	-7%	14µM*	-10%	-22%	3%
Cc1c(NC(=O)c2ccc3c(c2)OCO3)cccc1-c1nc2ccccc2o1	7%	-1%	-11%	-3%	3%	u	-14%	u
Fc1ccc(-c2nn(-c3ccccc3)cc2CNCc2ccccc2)cc1	-3%	0%	-17%	i	u	-5%	-7%	u
CNS(=O)(=O)c1cccc2nsnc12	4%	-7%	6%	-4%	21%	4%	0%	-8%
Cc1cccc(NC(=O)c2nnn(-c3cccc(C(F)(F)F)c3)c2N)c1	3%	-2%	-26%	-20%	1%	u	-8%	x
O=C(CSc1ccccc1)Nc1cccc(NC(=O)c2ccco2)c1	2%	-4%	16%	-1%	8%	0%	-17%	7%[0.0737 µM]
CCN(CC)CCNC(=O)c1ccc(NC(=O)c2ccc(Cl)c(S(=O)(=O)N3CCCCCC3)c2)cc1	7%	-4%	x	-21%	x	-1%	3%	x
CCC1=NN(C(=O)c2ccccc2Br)C(O)(c2ccc(Br)cc2)C1 (stereo not drawn)	-4%	-1%	-7%	-7%	u	-7%	-7%	u
Cc1cc2oc3c(c(=O)c2cc1C)C(c1ccc(C(C)C)cc1)N(CCCN1CCOCC1)C3=O (stereo not drawn)	16%	-1%	-1%	-15%	4µM*	2%	-2%	-1%
CCOc1ccc(C2C(=O)N(C3CCCCC3)CC(=O)N2CC2CCCO2)cc1OC (stereo not drawn)	x	2%	x	-8%	u	u	-1%	u
Cc1ccc(C(C)n2cc(C(=O)NCCN3CCN(C)CC3)nn2)cc1 (stereo not drawn)	-6%	-6%	-20%	0%	u	-6%	3%	-5%
COc1ccc2c(CC(=O)OCC(=O)c3ccc(F)cc3)coc2c1	6%	-1%	0%	-4%	4%	-2%	-2%	-1%
Cc1ccc2oc(=O)cc(CN3CCN(C/C=C/c4ccccc4)CC3)c2c1	-3%	1%	x	-12%	x	-30%	-3%	x
CCOC(=O)c1cnc(SCC(=O)c2ccc3c(c2)OCCO3)nc1N	3%	-4%	14%	i	-15%	-3%	-1%	-16%
Cc1c(NC(=O)/C(=C/c2cccs2)NC(=O)c2ccccc2)c(=O)n(-c2ccccc2)n1C	10%	-2%	-7%	-13%	8%	4%	3%	x
COC(=O)NC(/C(C(=O)OC)=C(\C)NCc1ccccc1)c1ccc(Cl)cc1 (stereo not drawn)	x	0%[11.2 µM]	x	-6%[11.5 µM]	-2%[13.5 µM]	x	11%[11.2 µM]	x

Compound activity deposited in PubChem BioAssay by National Center for Advancing Translational Sciences (NCATS).

Some of the compounds tested. The share of hits here may be higher or lower than overall.
